SF1 activator = activators of human SF-1, primary screen, cell-based, CHO-K1, Gal4-SF-1 LBD, luciferase luminescence; 65,000 compounds, 1.9% hits; AID 522, 2006; Steroidogenic factor 1 (Homo sapiens), Q13285; activation, % at 10 µM; CHO-K1 Gal4-SF-1 LBD luciferase reporter; % increase over DMSO SF-1-specific signal;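 active = activation above the mean activation of all tested compounds plus 3 SD, cut at about 50% in these data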
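Assay system: CHO-K1 cells co-transfected with Gal4 DBD–human SF-1 LBD, 5xGal4 luciferase reporter / Input: 4,000 cells per well / Incubation: 20 h compound exposure at 37 °C after 1 h cell settling / Detection: SteadyLite luciferase luminescence / Control set: DMSO negative control and −SF1 background wells / Replication: one test per compound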
5HT1a ag = human 5-HT1a receptor agonists, primary screen, cell-based, CHO, Ga15 NFAT-bla reporter; 5-hydroxytryptamine receptor 1A (Homo sapiens), P08908; CHO 5-HT1a Ga15 NFAT-bla reporter, FRET ratio; 0% basal, 100% maximal reference agonist; activation, % at 10 µM; AID 567, 2006; 65,000 compounds, 0.56% hits;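 active = activation above the screen-wide mean activation plus 3 SD, cut at about 19% in these data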;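 also: 0% = DMSO wells and 100% = 5-CT at EC100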
NADH coupling = inhibitors of PK/LDH coupling enzymes, profiling panel, artefact control, biochemical, MLSMR library | IC50, µM (series often up to 10 µM), inactives show top-dose inhibition | coupled PK/LDH NADH assays, four targets | 65,000 compounds, 0.02% hits;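 active = single-dose screening hits from any of four coupled enzyme assays that gave an IC50 when retested across doses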;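 also: the DPM-DC format reads NADH fluorescence rather than 340 nm absorbance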
MMP13 inh = human MMP13 inhibitors, primary screen, biochemical, FRET peptide cleavage | 65,000 compounds, 0.07% hits | MMP-13 fTHP FRET cleavage, Mca fluorescence | inhibition, % at 4 µM | AID 570, 2006 | Collagenase 3 (Homo sapiens), P45452;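 active = inhibition above the mean of compound-free control plate wells plus 3 SD, cut at about 14% in these data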;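 also: 0% = DMSO wells and 100% = wells with reference MMP-13 inhibitor after basal subtraction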
RORA act = activators of orphan receptor RORA, primary screen, cell-based, luminescence; CHO-K1 Gal4-RORA LBD luciferase reporter; percent increase over mock-subtracted basal signal; activation, % at 10 µM; 65,000 compounds, 1.5% hits; AID 560, 2006;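 active = activation above the mean of all tested compounds plus 3 SD, cut at about 49% in these data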;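 also: 0% = DMSO-treated RORA cells and 100% = added signal equal to DMSO minus mock-transfected cells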
Target sequence (P35398 whole entry, looked up, the tested form may be a part): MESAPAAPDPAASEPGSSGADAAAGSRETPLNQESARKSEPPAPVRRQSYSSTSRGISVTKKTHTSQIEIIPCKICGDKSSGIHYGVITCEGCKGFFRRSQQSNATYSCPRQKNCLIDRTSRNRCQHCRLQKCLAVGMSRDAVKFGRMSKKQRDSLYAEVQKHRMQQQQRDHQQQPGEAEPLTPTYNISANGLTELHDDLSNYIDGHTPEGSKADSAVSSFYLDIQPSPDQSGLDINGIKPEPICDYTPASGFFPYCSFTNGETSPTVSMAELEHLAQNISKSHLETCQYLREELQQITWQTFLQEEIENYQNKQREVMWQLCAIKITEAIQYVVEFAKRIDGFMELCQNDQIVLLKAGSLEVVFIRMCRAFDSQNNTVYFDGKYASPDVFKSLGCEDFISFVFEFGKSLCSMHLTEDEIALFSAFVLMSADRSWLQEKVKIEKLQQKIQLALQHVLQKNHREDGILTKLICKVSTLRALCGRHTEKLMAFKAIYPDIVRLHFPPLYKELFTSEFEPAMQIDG
Abs 340nm = compound light absorbance at 340 nm, profiling panel, artefact control, biochemical, MLSMR library, data from PS, PMK, MK assays; fold change at 10 µM; 65,000 tested, under 10 active; compound absorbance at 340 nm, fold over control;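 active = at 10 µM dose, initial 340 nm absorbance at least 2 fold that of control wells; inactive = change under 2 fold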;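 also: initial absorbance extrapolated from kinetic A340 decline of NADH oxidation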
5-HT1A blocker = human 5-HT1a receptor antagonists, primary screen, cell-based, CHO, Ga15 NFAT-bla reporter; 62,000 compounds, 0.68% hits; CHO 5-HT1a Ga15 NFAT-bla reporter, antagonist mode; AID 612, 2007; inhibition, % at 10 µM;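 active = inhibition above the mean of all tested compounds plus 3 SD, cut at about 43% in these data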;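 also: receptor stimulated by 5-CT agonist at 100 nM near EC80; beta-lactamase reporter measured by ratiometric fluorescence of a cleavable substrate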
TNAP act DEA = human TNAP enzyme activators, primary screen, biochemical, luminescent, intermediate phosphate acceptor level; activation factor at 20 µM; purified TNAP, CDP-star luminescence, 100 mM DEA, 30 min; hits give high values; scale: 0 levamisole-inhibited, 1 vehicle-only enzyme; AID 813, 2007; 64,000 tested, under 10 active; Alkaline phosphatase, tissue-nonspecific isozyme (Homo sapiens), P05186;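 active = activation factor of at least 2 at 20 µM, relative to controls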
Target sequence (P05186 whole entry, looked up): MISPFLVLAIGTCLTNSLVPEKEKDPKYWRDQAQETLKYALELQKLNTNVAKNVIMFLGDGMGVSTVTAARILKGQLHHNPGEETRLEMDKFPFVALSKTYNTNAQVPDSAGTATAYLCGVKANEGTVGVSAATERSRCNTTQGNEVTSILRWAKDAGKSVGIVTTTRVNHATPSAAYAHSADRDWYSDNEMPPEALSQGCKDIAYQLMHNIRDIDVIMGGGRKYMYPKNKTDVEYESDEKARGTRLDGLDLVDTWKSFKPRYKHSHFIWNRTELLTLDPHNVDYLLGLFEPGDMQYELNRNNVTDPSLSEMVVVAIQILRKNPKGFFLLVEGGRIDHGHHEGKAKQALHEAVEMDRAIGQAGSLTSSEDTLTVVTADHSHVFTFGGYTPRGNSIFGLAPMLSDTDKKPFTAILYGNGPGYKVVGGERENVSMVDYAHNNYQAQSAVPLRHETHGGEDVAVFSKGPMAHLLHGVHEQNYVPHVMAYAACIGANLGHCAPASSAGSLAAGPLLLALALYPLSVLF
Fluor 339 460 = intrinsic fluorescence of library compounds, ex339/em460 – biochemical, MLSMR library, data from DPM-DC assay, artefact control, profiling panel; compound autofluorescence, ex339/em460 nm, NADH buffer; hits give high values; 1 = no-compound wells, NADH background; fluorescence fold increase at 10 µM; 65,000 compounds, 5.5% hits; AID 709, 2007;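 active = at 10 µM, mean starting fluorescence two-fold or more over control wells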;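 also: signal is the first read of a kinetic run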
The depositor's hits bear a star; . = not tested or not shown; [ ] = remark or other dose. Rows are unselected, and some 8.9% of all compounds hit somewhere here.

SMILES	SF1 activator	5HT1a ag	NADH coupling	MMP13 inh	RORA act	Abs 340nm	5-HT1A blocker	TNAP act DEA	Fluor 339 460
CCCc1c(CC)c(=N)c2ccccc2n1C	-6	-4.5	6%[fluoresces]	-15	8	1.1	3	0.9	3.5*
COC(=O)[C@H](Cc1ccccc1)NC(=O)NCCc1ccc(S(N)(=O)=O)cc1	-18	-3.5	16%	6	-13	1	6	0.8	0.74
Cc1ccnc(NC(=O)COC(=O)C2COc3ccccc3O2)n1 (configuration not stated)	-14	-1.3	7%	-9	2	1	2	0.9	1.6
CN(C)C(=O)c1ccccc1-c1ccccc1	-9	-1.9	4%	6	-2	0.99	-12	1	1.1
Cc1nc2ccccn2c1/C(O)=C1\C(=O)C(=O)N(CCCN(C)C)C1c1ccc(Cl)cc1 (configuration not stated)	6	-0.6	1%	-3	-12	1.1	1	1	1.1
CCOC(=O)N1CCN(C(=O)CSc2nc3c(cnn3-c3ccc(C)cc3)c(=O)[nH]2)CC1	-9	2.0	4%	2	18	1	-1	0.9	1.1
O=c1[nH]c(N2CCOCC2)nc2c1CCCC2	-3	-4.6	0%	-1	-9	1	-14	1	1.1
CCCOc1c(OC)cccc1C1CC(=O)Nc2cc3c(cc21)OCCO3 (configuration not stated)	-2	-0.8	3%	0	2	1	11	0.9	1.2
O=C(Nc1ccc(N2CCOCC2)c(Cl)c1)c1ccco1	46	-2.2	5%	4	24	1	4	1	1.1
COc1cccc(-c2ccc(=O)n(CC(=O)Nc3cc4c(cc3NC(C)=O)OCCO4)n2)c1	6	-1.2	7%	3	6	1	5	0.9	1.1
CCc1nc(OCc2ccco2)c2sc3nc4c(cc3c2n1)COC(C)(C)C4	-20	-0.1	5%	-4	-23	1.1	-12	0.9	1.2
O=C(CSCc1ccccc1)Nc1ccc2c(c1)OCO2	1	0.0	2%	-4	2	1.1	-9	0.9	1.1
COc1nc(Nc2ccc(C(C)=O)cc2)nc(OC)n1	3	-3.0	10%	-1	16	1.1	-12	1	1
COc1ccc(-c2nnc(Nc3nc4c(OC)cccc4s3)o2)c(OC)c1	-13	-6.4	23%	-88[fluorescence artefact?]	-4	1.2	38	.	2.3*
CCOC(=O)c1oc2ccccc2c1NC(=O)C1CCCCC1	-5	-0.4	8%	7	-19	1	12	0.6	1.3
CCOc1ccc(S(=O)(=O)Nc2ccccc2C(=O)NCC2CCCO2)cc1 (configuration not stated)	-10	-1.8	7%[fluoresces]	-20	12	1	-8	0.9	2.1*
Cc1ccccc1OCc1nc(-c2ccccc2)no1	71*	-1.8	0%	4	34	1.1	14	0.8	1.1
COc1ccc(C2=NOC(Cn3c(Cc4ccc(Cl)cc4)nc4c3c(=O)n(C)c(=O)n4C)C2)cc1 (configuration not stated)	2	0.0	8%	2	12	0.98	-1	1	1
COc1cc2c(cc1NC(=O)CSCC(=O)O)oc1ccccc12	-4	-1.3	4%	1	-7	1.1	-6	0.9	1.1
CCCCc1ccc(NC(=O)C2CCN(S(C)(=O)=O)CC2)cc1	10	-0.2	1%	-2	-6	1	-6	1	1.1
CN1CCc2nc(SCCOc3ccccc3)c(C#N)cc2C1	-6	-2.1	1%	-18	-14	1	2	0.9	1.2
Cc1cccc(-c2cc3nc4c(c(N5CCCC(O)C5)n3n2)CCC4)c1 (configuration not stated)	8	-1.7	3%	-3	9	1	20	1	1.5
CC1C2CC(C(S(=O)(=O)N3CCOCC3)C2=O)C1(C)C (configuration not stated)	4	0.8	4%	2	-15	1	11	1	1.1
CCN(CC)C1=CC(=O)OC12CCCCC2	4	-1.9	5%	-1	-22	1	11	0.9	1.1
CCOC(=O)N1CCC(NC(=O)CS(=O)Cc2nc(-c3ccc(OC)c(OC)c3)oc2C)CC1 (configuration not stated)	15	-2.5	2%	-5	12	1	8	1	1.1

Other results follow:
SMILES	SF1 activator	5HT1a ag	NADH coupling	MMP13 inh	RORA act	Abs 340nm	5-HT1A blocker	TNAP act DEA	Fluor 339 460
CCc1c(C)nc2ncnn2c1N1CCC(C(=O)Nc2ccccc2)CC1	-6	-0.4	9%	5	-21	1	-12	1	1.1
CCOc1cccc2cc(-c3nnc(NCc4ccco4)s3)c(=O)oc12	25	-1.9	1%	-15	17	1	15	1	2.2*
Cc1nc2c(C(=O)NCc3ccccc3)c[nH]n2c(=O)c1Cl	-9	0.5	12%	-6	-6	1	-7	0.9	1.3
Cn1c(N2CCCC2)nc2c1c(=O)n(Cc1ccc(F)cc1)c(=O)n2C	3	-2.0	5%	-2	-19	1	4	0.9	1.1
Cc1ccc2c(c1)N(Cc1ccncc1)C(=O)C(C)O2 (configuration not stated)	-12	-1.8	8%	1	-1	1	-5	1	1
Nc1nc(-c2ccc3c(c2)OCCO3)cs1	64*	-0.8	8%	3	50*	0.98	-2	0.8	1.1
COCCCNC(=O)Cn1nnc(-c2ccccc2NC(=O)c2ccccc2F)n1	-10	1.4	3%	0	4	1	5	0.9	1.1
CC(C)(C)NCc1cc2ccccc2[nH]c1=O	6	-0.1	11%	-3	-15	0.99	.	0.9	1.1
COc1cc2c(cc1OC)-c1nnc(-c3cccs3)n1C(C)(C)C2	15	-2.3	4%	-35	-11	0.98	34	0.8	1.1
Cc1sc2nc(SCc3nc4ccccc4[nH]3)n(Cc3ccco3)c(=O)c2c1C	17	3.0	1%	0	-9	1	27	0.9	1.1
COc1ccc(CCNC(=O)Cn2cnc3c(nnn3Cc3ccccc3F)c2=O)cc1OC	-8	-4.3	3%	2	2	1	11	.	1.2
CN1CCN(C(c2cccc(C(F)(F)F)c2)c2nnnn2Cc2ccccc2)CC1 (configuration not stated)	32	-1.6	4%	1	-4	0.95	11	1	1.1
CC(C)CC(=O)CN1C(=O)C2(OCCO2)c2ccccc21	-12	-2.9	1%	3	6	0.98	2	0.8	1
CC(=O)c1ccc(NS(=O)(=O)Cc2ccccc2)cc1	11	-0.2	4%	-4	15	1.1	4	0.9	1
COc1ccc(N2C(=O)c3ccccc3NC23CCCCC3)cc1	31	-0.8	4%[fluoresces]	-46	29	1.1	11	0.9	2.2*
COc1ccc(NC(=O)N2c3ccccc3CC2C)cc1OC (configuration not stated)	34	-4.5	7%	0	4	1	8	1	1.1
O=S(=O)(c1ccc(-c2cn3ccccc3n2)cc1)N1CCOCC1	.	.	5%[fluoresces]	.	.	1.1	.	0.9	2.2*
CCCCOc1cccc(C2(C(=O)O)CCCC2)c1	-13	-2.1	6%	-3	3	1	13	0.9	1.1
CCOc1cc(C)c(S(=O)(=O)NC2CCCCC2)cc1C	-8	-0.4	4%	2	8	1	-10	0.9	1
Cc1ncoc1C(=O)Nc1ccccc1C(N)=O	6	-0.5	3%	9	-4	0.98	-2	0.8	0.99
CSc1nsc(SC)c1C(=O)OCC(F)(F)F	-14	1.0	7%	1	17	1	8	0.9	1.1
COc1ccc2c(c1OC)C(=O)OC2Nn1cncn1 (configuration not stated)	28	-0.5	6%	3	3	0.99	-9	0.9	1.2
CCOc1ccc2nc(N3CCC(C(=O)N4CCN(c5ccccn5)CC4)CC3)sc2c1	15	6.2	7%	-6	73*	1	10	1	1.1
COc1ccc(OC)c(C2=Nn3c(nnc3-c3cc(OC)c(OC)c(OC)c3)SC2)c1	24	3.3	13%	2	-2	1	14	0.9	1.2
Cc1ccc(C2Nc3ccccc3-c3nc4ccccc4n32)o1 (configuration not stated)	29	1.3	1%[fluoresces]	-242[fluorescence artefact?]	22	1.1	-6	0.8	2.5*

The list goes on; the last 2 above are carried over.
SMILES	SF1 activator	5HT1a ag	NADH coupling	MMP13 inh	RORA act	Abs 340nm	5-HT1A blocker	TNAP act DEA	Fluor 339 460
COc1ccc(OC)c(C2=Nn3c(nnc3-c3cc(OC)c(OC)c(OC)c3)SC2)c1	24	3.3	13%	2	-2	1	14	0.9	1.2
Cc1ccc(C2Nc3ccccc3-c3nc4ccccc4n32)o1 (configuration not stated)	29	1.3	1%[fluoresces]	-242[fluorescence artefact?]	22	1.1	-6	0.8	2.5*
Cc1ccc2c(c1)C1C=CCC1C(C(=O)O)N2 (configuration not stated)	3	-1.3	1%	11	0	1	-16	0.9	1.1
COc1ccc(-c2noc(CCN3C(=O)c4ccccc4C3=O)n2)cc1OC	2	0.8	7%	0	12	0.98	-12	0.9	0.95
CCOC(=O)C1CCCN(C(=O)Cn2ncc3c(=O)oc4ccc(C)cc4c32)C1 (configuration not stated)	3	-0.7	3%	4	15	1.1	1	0.9	0.99
O=C(c1ccccc1)N1CCN(C2CCCCCC2)CC1	-12	-3.5	21%	1	-10	1.1	4	0.9	1.1
COC(=O)c1cn(C)c2ccc(S(=O)(=O)N3CCCCC3)cc2c1=O	-8	-0.3	6%	1	6	1	-10	0.9	0.99
Cc1cccn2c(=O)c(/C=C(\C#N)S(=O)(=O)c3ccccc3)c(N3CCN(C)CC3)nc12	2	0.5	1%	0	-3	1	.	0.9	1.1
CCC(C)(C)n1nnnc1CN1CCC(c2nc3ccc(C)cc3[nH]2)CC1	8	0.3	8%	0	-14	0.98	2	1	1.1
CCOC(=O)C1CCN(C(=O)c2n[nH]c(=O)c3ccccc23)CC1	2	-3.2	7%	0	-5	0.99	-4	0.9	1.1
N#CC1(C#N)C2=C(CCCC2)NC(c2ccccc2)C1(C#N)C#N (configuration not stated)	-4	-1.4	7%	-2	5	1	14	0.9	1.2
CCOC(=O)CSc1n[nH]c(-c2ccco2)n1	-14	-2.6	6%	2	-12	1	9	0.8	1.1

Part of the list above in order of heavy-atom count, high to low:
SMILES	SF1 activator	5HT1a ag	NADH coupling	MMP13 inh	RORA act	Abs 340nm	5-HT1A blocker	TNAP act DEA	Fluor 339 460
Cc1cccn2c(=O)c(/C=C(\C#N)S(=O)(=O)c3ccccc3)c(N3CCN(C)CC3)nc12	2	0.5	1%	0	-3	1	.	0.9	1.1
COc1ccc(OC)c(C2=Nn3c(nnc3-c3cc(OC)c(OC)c(OC)c3)SC2)c1	24	3.3	13%	2	-2	1	14	0.9	1.2
CCOC(=O)C1CCCN(C(=O)Cn2ncc3c(=O)oc4ccc(C)cc4c32)C1 (configuration not stated)	3	-0.7	3%	4	15	1.1	1	0.9	0.99
COc1ccc(-c2noc(CCN3C(=O)c4ccccc4C3=O)n2)cc1OC	2	0.8	7%	0	12	0.98	-12	0.9	0.95
CCC(C)(C)n1nnnc1CN1CCC(c2nc3ccc(C)cc3[nH]2)CC1	8	0.3	8%	0	-14	0.98	2	1	1.1
COC(=O)c1cn(C)c2ccc(S(=O)(=O)N3CCCCC3)cc2c1=O	-8	-0.3	6%	1	6	1	-10	0.9	0.99
CCOC(=O)C1CCN(C(=O)c2n[nH]c(=O)c3ccccc23)CC1	2	-3.2	7%	0	-5	0.99	-4	0.9	1.1
Cc1ccc(C2Nc3ccccc3-c3nc4ccccc4n32)o1 (configuration not stated)	29	1.3	1%[fluoresces]	-242[fluorescence artefact?]	22	1.1	-6	0.8	2.5*
O=C(c1ccccc1)N1CCN(C2CCCCCC2)CC1	-12	-3.5	21%	1	-10	1.1	4	0.9	1.1
Cc1ccc2c(c1)C1C=CCC1C(C(=O)O)N2 (configuration not stated)	3	-1.3	1%	11	0	1	-16	0.9	1.1

From PubChem
